Assay outcomes (PubChem)
NR2E3 ag-1 – activates human NR2E3 receptor; AID 602229; CHO-S Gal4-NCOR/VP16-NR2E3 two-hybrid, luciferase; 360,000 compounds, 0.35% hits; inhibition of corepressor binding, % at 3.98 µM;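 active means inhibition above the mean of all tested compounds plus 3 SD, cut at about 70% in these data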;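 further: 0% = DMSO with NR2E3 transfected cells and 100% = cells lacking NR2E3 construct; higher means lower luciferase signal from less NR2E3 corepressor binding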
Target sequence (Q9Y5X4 whole entry, looked up, the tested form may be a part): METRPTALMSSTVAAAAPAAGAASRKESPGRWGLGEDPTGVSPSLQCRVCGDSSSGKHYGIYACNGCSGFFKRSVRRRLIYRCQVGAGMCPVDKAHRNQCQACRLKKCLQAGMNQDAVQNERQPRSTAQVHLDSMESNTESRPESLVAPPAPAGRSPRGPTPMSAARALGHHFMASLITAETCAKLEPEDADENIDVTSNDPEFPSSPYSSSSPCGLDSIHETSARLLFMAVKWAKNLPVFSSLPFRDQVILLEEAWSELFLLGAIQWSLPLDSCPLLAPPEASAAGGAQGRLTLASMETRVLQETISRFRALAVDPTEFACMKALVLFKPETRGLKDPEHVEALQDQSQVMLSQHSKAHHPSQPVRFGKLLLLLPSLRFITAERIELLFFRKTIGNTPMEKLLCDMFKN
NR2E3 ag-2 – NR2E3 (human) agonism; AID 2300; GST-NR2E3/biotin-RetCOR TR-FRET, 1536-well; inhibition of corepressor binding, % at 4.78 µM; Q9Y5X4; 320,000 compounds, 0.12% hits;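 active means percent inhibition above the cutoff of mean plus 3 SD of all tested compounds, set per screening campaign, cut at about 20% in these data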;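 further: 0% = DMSO wells and 100% = biotin wells as full block of FRET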
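Material – GST-tagged NR2E3 plus biotinylated RetCOR corepressor · Quantity – NR2E3 fusion 1.35 nM · Times – 5 h incubation at 4 °C · Medium – pH 7.5 Tris-based buffer · Technique – TR-FRET, Eu(K)-anti-GST donor, streptavidin-D2 acceptor, ex 340, em 617/671 nm · Benchmarks – high control biotin, low control 0.6% DMSO · Format – 1536-well plates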
Granule exo inh – lytic granule exocytosis inhibition; inhibition, % at 10 µM; 360,000 compounds, 0.66% hits; TALL-104 LAMP-1 surface exposure, flow cytometry; cells stimulated with thapsigargin and PMA;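 active means inhibition above about 55%, limit read from the data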
aDG glyco up – alpha-DG glycosylation activation; 360,000 compounds, 0.22% hits; AID 624168; activation, % at 10 µM; Pro5-aDG cells, alpha-DG glycosylation AlphaScreen (IIH6); 0% Pro5, 100% B10-LARGE cell signal;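 active means activation of at least 8% versus controls, or a plate z-score of at least 8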;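 further: Pro5 are CHO cells carrying HIG-tagged alpha-DG that lacks glycosylation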
HIF-2a inh – inhibitors of HIF-2a | 786-0 RCC cells HIF-2a reporter, luciferase luminescence, overnight | inhibition, % at 18.8 µM | 360,000 compounds, 0.72% hits;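 active means inhibition of the luminescence signal of 40% or more relative to plate controls, in a single-dose primary screen at 18.75 µM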
hiPSC survival – enhancers of human iPSC single-cell survival | hiPSC single-cell survival, ATPlite luminescence; 100% = ROCK inhibitor wells, 0% = DMSO | survival enhancement, % at 20 µM | 360,000 compounds, 0.044% hits | AID 602274; in the data active means survival enhancement above about 18%;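 further: cells exposed to compounds for 16 hours before the ATP read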
Vif imaging – HIV Vif inhibition | HEK293T cells, Vif self-association by quenched fluorescence, imaging, 24 h | inhibition, % at 7.49 µM | 340,000 compounds, 0.35% hits | AID 602346; in the data active means inhibition above about 50%, passing the limit was not always enough; further: some results filed as inactive read as strong as hits
PDI inh – inhibitors of human protein disulfide isomerase | P07237 | inhibition, % at 10 µM | PDI insulin aggregation turbidity, A650, 90 min | 350,000 compounds, 0.052% hits;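 active means mean inhibition across replicates of 30% or more, whatever share of single replicates reach that level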;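 further: absorbance from insulin aggregation driven by PDI reduction with DTT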
Target sequence (P07237 whole entry, looked up): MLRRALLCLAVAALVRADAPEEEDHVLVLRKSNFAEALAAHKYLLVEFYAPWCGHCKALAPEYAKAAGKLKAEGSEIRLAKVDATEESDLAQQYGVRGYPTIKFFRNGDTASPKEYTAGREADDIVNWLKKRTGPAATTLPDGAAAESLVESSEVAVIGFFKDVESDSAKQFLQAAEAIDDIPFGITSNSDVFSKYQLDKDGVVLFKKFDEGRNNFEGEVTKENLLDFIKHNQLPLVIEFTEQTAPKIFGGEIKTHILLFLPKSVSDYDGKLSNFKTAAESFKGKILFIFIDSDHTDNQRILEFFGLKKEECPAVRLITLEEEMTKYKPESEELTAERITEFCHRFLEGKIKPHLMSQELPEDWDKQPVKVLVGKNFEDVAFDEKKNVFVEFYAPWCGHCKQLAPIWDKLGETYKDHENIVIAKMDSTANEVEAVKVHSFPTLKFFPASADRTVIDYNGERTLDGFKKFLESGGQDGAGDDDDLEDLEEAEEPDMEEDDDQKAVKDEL
TRPM1 prom inh – reduces MITF-dependent TRPM1 promoter luciferase signal; SK-MEL-5 TRPM1 promoter luciferase, 24 h; inhibition, % at 12.5 µM; 330,000 compounds, 0.83% hits; AID 488899;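 active means mean inhibition across replicates of 60% or more, whatever share of single replicates reaches that level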; further: values of inactives mirror those of a sister screen read the other way
CaV13 FRET inh – Primary screen for inhibitors of IQ motif and Ca2+-dependent inactivation inhibitor domain binding in CACNA1D, Förster resonance energy transfer in living cells, …. HEK cells, CFP/YFP FRET ICDI-IQ, plate reader, 10 min; percent FRET-ratio fall versus neutral wells. inhibition, % at 12.3 µM. 340,000 compounds, 0.098% hits. AID 743397;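 active means mean replicate inhibition of at least 30% and at least 1% of replicates passing that level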;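 further: 0% = median of the neutral control wells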
Peg3 promoter – inhibitors of Peg3 promoter; HeLa PEG-Prom luciferase reporter, luminescence, overnight; inhibition, % at 20 µM; 360,000 compounds, 1.7% hits;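 active means inhibition of at least 50% at 20 µM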
Active calls of the source: *; nt = no result given.

SMILES	NR2E3 ag-1	NR2E3 ag-2	Granule exo inh	aDG glyco up	HIF-2a inh	hiPSC survival	Vif imaging	PDI inh	TRPM1 prom inh	CaV13 FRET inh	Peg3 promoter
O=S(=O)(c1cccs1)N1CN(C2CCCCC2)c2nc3ccccc3nc21	-1	2	1	0.0	5	1.2	nt	6	-3	-5	8
CCN(CC)CCNC(=O)c1cn(C)c2ccc(S(=O)(=O)N(C)C3CCCCC3)cc2c1=O	-8	-2	4	-0.3	9	-0.3	-5	nt	1	-2	4
O=C1N/C(=N\N=C\c2ccco2)SC1Cc1ccccc1[N+](=O)[O-] (stereo unspecified)	-11	2	0	0.2	-45	-0.5	-8	-1	0	-2	-65
Cc1ccc(C)c(CN2CCC(CNC(=O)Nc3ccc(C)c(C)c3)CC2)c1	13	3	43	1.3	11	-0.7	nt	2	13	-3	18
CCC(C)(NC=O)C(=O)Nc1c(C)cccc1C (stereo unspecified)	24	1	0	-0.2	17	-0.5	15	4	-3	3	18
[N-]=[N+]=NC[C@H](c1ccccc1)N1CCN(Cc2ccccc2)CCC1=O	-16	4	14	0.1	3	-4.0	nt	1	-1	-3	0
C=CCc1cccc2cc(C(=O)NC3=C(C#N)CCC3)c(=O)oc12	-23	4	-9	-0.2	-20	-2.0	-2	-9	2	-5	-10
Cc1cccc(NS(=O)(=O)c2cccc(C(=O)NCC(C)(C)N3CCOCC3)c2)c1	17	2	-2	-0.4	22	1.0	nt	0	6	nt	23
O=c1c2ccccc2c(C=NCCCN2CCOCC2)c(O)n1Cc1ccccc1	-22	2	-1	-0.3	3	2.6	23	21	-2	nt	0
Cc1ccc(C2C(C#N)C(C#N)N3CCCN23)cc1 (stereo unspecified)	2	3	-1	-0.1	22	5.8	nt	-4	9	-4	12
O=C(CCN1C(=O)C2CCCCC2C1=O)Nc1ccc(F)c(F)c1F (stereo unspecified)	-14	-1	-3	-0.2	18	-0.8	3	-3	8	-5	16
CSCc1ccc(C(=O)OCc2nc3ccccc3s2)o1	-69	nt	2	-0.4	-193	-0.6	5	4	-5	-10	-232
CCCCNC(=O)c1cccnc1SCC(=O)Nc1ccccc1OC	-1	-2	1	0.0	13	0.6	11	-2	1	-5	-7
N#C/C(=C\c1cccc(OC(=O)c2cccs2)c1)C(N)=O	-27	-2	-5	0.2	13	1.7	3	-3	7	-4	-1
COc1cc2oc(=O)c(Br)c(C)c2c(OC)c1OC	-11	20*	1	0.3	-9	4.9	14	-1	-6	-1	-9
Cn1c(SCC(=O)Nc2ccc(N3CCOCC3)cc2)nnc1C1CC1	-18	0	0	0.1	-3	-0.2	6	3	-8	-2	4
COc1ccc(OC)c(CNc2ccc3c(c2)nc(C)n3C)c1	6	-2	-10	0.0	-19	0.2	6	-2	7	-5	-8
CCOc1ccc(NS(=O)(=O)c2ccc(C(=O)N3CCC3)cc2)cc1	11	1	-4	0.2	-1	-0.4	0	-2	4	nt	13
COc1nc(OC)nc(N2CCCCCC2)n1	-21	3	0	0.1	8	-2.9	3	-1	12	nt	7
CN1C(=O)C(CC(=O)Nc2ccc(F)cc2)N(CCCc2ccccc2)C1=S (stereo unspecified)	-8	1	8	0.1	-9	4.6	-3	1	2	nt	22
O=C(NC1CCCCC1)NC1(C(=O)NCCCN2CCOCC2)CCCCC1	8	1	0	-0.2	7	4.7	2	3	10	0	5
CN(CC(=O)Nc1ccccc1C(F)(F)F)C(=O)CSc1nnc(-c2ccncc2)n1C	-40	nt	1	0.9	7	0.3	9	-3	2	-4	15
CC(=O)c1cccc(S(=O)(=O)N2CCN(CCOc3ccccc3)CC2)c1	4	3	5	0.1	6	-0.5	-6	7	10	-7	8
COc1ccc(C(=O)N[C@H](C(=O)NCc2ccco2)C(C)C)cc1	-9	-1	-2	0.1	19	-0.5	2	-3	1	-7	8
CC(C)C(NS(=O)(=O)c1cccs1)C(=O)NCc1ccccc1Cl (stereo unspecified)	23	0	-1	0.0	16	0.3	-2	12	-5	-1	5

Brought forward from above: two compounds; new compounds follow.
SMILES	NR2E3 ag-1	NR2E3 ag-2	Granule exo inh	aDG glyco up	HIF-2a inh	hiPSC survival	Vif imaging	PDI inh	TRPM1 prom inh	CaV13 FRET inh	Peg3 promoter
COc1ccc(C(=O)N[C@H](C(=O)NCc2ccco2)C(C)C)cc1	-9	-1	-2	0.1	19	-0.5	2	-3	1	-7	8
CC(C)C(NS(=O)(=O)c1cccs1)C(=O)NCc1ccccc1Cl (stereo unspecified)	23	0	-1	0.0	16	0.3	-2	12	-5	-1	5
Oc1ccc(C2Nc3cccc4cccc(c34)N2)cc1	-28	0	-1	-0.1	10	-0.6	40	-5	14	-19	7
COc1ccccc1N1CC(O)=C(c2nc3ccccc3s2)C1=N	-12	5	-3	-0.1	-146	1.5	0	-3	-5	-8	-29
Cc1ccc(S(=O)(=O)N2CCNC(=O)C2)c(C)c1	14	nt	-4	0.2	-4	0.2	1	0	1	-6	7
Cc1cc(NC2CCCCC2)n2c(n1)nc1ccccc12	11	-1	1	-0.3	18	-2.5	-3	1	10	-2	4
N#Cc1c(N)n(CCCN2CCOCC2)c2nc3ccccc3nc12	8	1	0	-0.2	20	5.6	nt	1	10	-4	2
Cc1cc(C)nc(SCc2ccc3nonc3c2)n1	4	2	-1	-0.1	-3	-2.8	2	1	2	-8	-1
CC(Nc1ccnc2cc(Cl)ccc12)c1ccc(S(N)(=O)=O)cc1 (stereo unspecified)	-8	3	-12	-0.1	10	0.3	-5	5	1	-4	-6
Cc1ccc(NC(=O)CCC(=O)NNC(=O)COc2ccccc2)cc1C	-30	-2	0	-0.3	0	-1.0	-3	-12	-3	-3	3
O=[N+]([O-])c1cccc(/C=C/C=N/Nc2nc(N3CCCCC3)nc(N3CCCCC3)n2)c1	-13	1	0	-0.6	1	-1.1	-10	-8	0	-4	9
COc1ccc(CNC(=O)COc2cc(O)c3c(c2)OC(C)(C)CC3=O)c(OC)c1	-1	0	-4	0.3	16	0.0	-13	nt	nt	nt	10
CSCCC(NC(=O)c1ccc(C(C)(C)C)cc1)C(=O)OCC(=O)N1CCCC1=O (stereo unspecified)	-26	1	2	0.3	-12	0.3	-4	7	9	-3	1
Cc1cc(NC(=O)c2cccc(S(=O)(=O)Nc3cccc(C(=O)O)c3)c2)no1	-31	4	3	1.2	26	1.7	2	-6	11	-6	12
Cc1ccc(C)c(N2CCN(C(=O)c3ccc4nc(-c5ccco5)c(-c5ccco5)nc4c3)CC2)c1	-10	0	-4	0.0	15	0.5	-1	1	-2	-4	34
O=CN1CCN(c2c([N+](=O)[O-])c(=O)oc3ccccc23)CC1	-30	-1	-8	-0.1	14	0.0	-1	0	37	-3	7
C/C(=N\NC(=O)c1ccccc1O)c1ccc(Br)s1	-108	-2	-3	-0.2	-177	-1.3	4	1	-14	-5	-159
CCc1cccc(CC)c1NC(=O)COC(=O)c1ccc(F)c(S(=O)(=O)N(CC)CC)c1	16	0	14	0.6	13	-1.7	4	-9	5	-5	14
CC(=O)c1cccc(NC(=O)NC2CCCCCCC2)c1	-38	3	-4	0.2	-109	-0.2	nt	-2	-7	-3	-127
Cc1ccc(NC(=O)C(NC2CCCc3ccccc32)c2ccccc2)c([N+](=O)[O-])c1 (stereo unspecified)	-120	0	4	-0.1	-197	0.7	0	-1	17	-6	-76
Cc1cc(C)c2c(N)c(C(=O)Nc3ccc(C)c(C)c3)sc2n1	-154	-1	-2	0.1	-294	-0.4	-12	-1	-121	-20	-336
Cc1cccc(N(CC(=O)NC2CCCCC2)C(=O)Cn2nnc(-c3ccc(C)o3)n2)c1	9	-1	0	0.0	9	0.2	-11	3	15	0	17
O=C(NNC(=S)Nc1ccccc1Cl)c1ccccc1Cl	-97	1	0	-0.2	-182	-0.4	nt	-3	-74	nt	-258
COC(=O)c1ccc(CSc2ccc3nnc(-c4ccc(F)cc4)n3n2)o1	-18	2	4	0.3	25	-0.4	4	-6	-9	-5	21
COc1ccc(C(=O)NC(=S)NCCO)cc1Br	-31	3	0	1.6	-48	2.8	0	-1	-19	-7	-10

Filtered by structure: the compounds so far containing a halogen (11)
SMILES	NR2E3 ag-1	NR2E3 ag-2	Granule exo inh	aDG glyco up	HIF-2a inh	hiPSC survival	Vif imaging	PDI inh	TRPM1 prom inh	CaV13 FRET inh	Peg3 promoter
O=C(CCN1C(=O)C2CCCCC2C1=O)Nc1ccc(F)c(F)c1F (stereo unspecified)	-14	-1	-3	-0.2	18	-0.8	3	-3	8	-5	16
COc1cc2oc(=O)c(Br)c(C)c2c(OC)c1OC	-11	20*	1	0.3	-9	4.9	14	-1	-6	-1	-9
CN1C(=O)C(CC(=O)Nc2ccc(F)cc2)N(CCCc2ccccc2)C1=S (stereo unspecified)	-8	1	8	0.1	-9	4.6	-3	1	2	nt	22
CN(CC(=O)Nc1ccccc1C(F)(F)F)C(=O)CSc1nnc(-c2ccncc2)n1C	-40	nt	1	0.9	7	0.3	9	-3	2	-4	15
CC(C)C(NS(=O)(=O)c1cccs1)C(=O)NCc1ccccc1Cl (stereo unspecified)	23	0	-1	0.0	16	0.3	-2	12	-5	-1	5
CC(Nc1ccnc2cc(Cl)ccc12)c1ccc(S(N)(=O)=O)cc1 (stereo unspecified)	-8	3	-12	-0.1	10	0.3	-5	5	1	-4	-6
C/C(=N\NC(=O)c1ccccc1O)c1ccc(Br)s1	-108	-2	-3	-0.2	-177	-1.3	4	1	-14	-5	-159
CCc1cccc(CC)c1NC(=O)COC(=O)c1ccc(F)c(S(=O)(=O)N(CC)CC)c1	16	0	14	0.6	13	-1.7	4	-9	5	-5	14
O=C(NNC(=S)Nc1ccccc1Cl)c1ccccc1Cl	-97	1	0	-0.2	-182	-0.4	nt	-3	-74	nt	-258
COC(=O)c1ccc(CSc2ccc3nnc(-c4ccc(F)cc4)n3n2)o1	-18	2	4	0.3	25	-0.4	4	-6	-9	-5	21
COc1ccc(C(=O)NC(=S)NCCO)cc1Br	-31	3	0	1.6	-48	2.8	0	-1	-19	-7	-10

Outcome played no part in choosing rows; 3.5% or so of the library scored in one or more.
